Screens from PubChem.
Phagocytosis inh – blocks phagocytosis by macrophages; AID 1029; inhibition, % at 5 µM; J774A.1 macrophage IgG-bead phagocytosis, imaging; 0.07% of 110,000 active;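 active = inhibition above the mean of the plate negative controls plus 5 SD, cut at about 13% in these data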;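 note: phagocytic index as fraction of beads internalized from green versus red external bead signal; plate controls were DMSO negative control for no effect and cytochalasin-D positive control for full effect; some results beyond the cut were filed as inactive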
Yeast life ext – extends the lifespan of yeast; S. cerevisiae growth with nicotinamide, OD615; deaD strain in restrictive glucose medium; inhibition of the nicotinamide effect, % at 10 µM; 0.68% of 130,000 active;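 active = inhibition above a set limit, placed 3 SD over the median of all compounds, cut at about 26% in these data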;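 note: 0% = nicotinamide-treated wells and 100% = cells grown without nicotinamide; some compounds called inactive have numbers as strong as hits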
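Assay system: DeaD-strain S. cerevisiae. Medium: CSMM-D glucose medium, restrictive. Reagent: nicotinamide, 1.5 mM, co-present with compound. Compound: 10 µM single point, 0.25% DMSO. Schedule: culture preincubation 4 h, compound exposure 48 h, both 30 °C. Detection: absorbance at 615 nm.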
GALR2 antag – GALR2 (human) receptor antagonism; O43603; GALR2-expressing cells, antagonist mode; inhibition, % at 4 µM; 0.39% of 140,000 active; AID 828; in the data active = inhibition above about 27%;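 note: cells stimulated with galanin 1-16 at roughly its EC80; 0% = agonist challenge control and 100% = basal control without agonist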
Target sequence (O43603 whole entry, looked up): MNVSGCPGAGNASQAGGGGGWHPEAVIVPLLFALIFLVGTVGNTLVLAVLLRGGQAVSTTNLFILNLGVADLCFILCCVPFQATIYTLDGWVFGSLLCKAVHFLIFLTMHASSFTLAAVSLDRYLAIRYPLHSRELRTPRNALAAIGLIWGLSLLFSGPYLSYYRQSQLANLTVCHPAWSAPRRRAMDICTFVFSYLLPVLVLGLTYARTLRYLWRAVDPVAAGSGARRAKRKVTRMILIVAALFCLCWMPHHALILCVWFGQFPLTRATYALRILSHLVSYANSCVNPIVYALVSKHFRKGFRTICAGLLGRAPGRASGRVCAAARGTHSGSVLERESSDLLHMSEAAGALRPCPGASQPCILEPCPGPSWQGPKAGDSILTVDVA
NPY Y2 blocker – blocks the human neuropeptide Y Y2 receptor; NPY-Y2 expressing cells, antagonist mode; P49146; inhibition, % at 2.7 µM; 0.99% of 140,000 active; in the data active = inhibition above about 17%;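 note: 0% = vehicle with agonist challenge and 100% = reference antagonist with challenge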
Target sequence (P49146 whole entry, looked up): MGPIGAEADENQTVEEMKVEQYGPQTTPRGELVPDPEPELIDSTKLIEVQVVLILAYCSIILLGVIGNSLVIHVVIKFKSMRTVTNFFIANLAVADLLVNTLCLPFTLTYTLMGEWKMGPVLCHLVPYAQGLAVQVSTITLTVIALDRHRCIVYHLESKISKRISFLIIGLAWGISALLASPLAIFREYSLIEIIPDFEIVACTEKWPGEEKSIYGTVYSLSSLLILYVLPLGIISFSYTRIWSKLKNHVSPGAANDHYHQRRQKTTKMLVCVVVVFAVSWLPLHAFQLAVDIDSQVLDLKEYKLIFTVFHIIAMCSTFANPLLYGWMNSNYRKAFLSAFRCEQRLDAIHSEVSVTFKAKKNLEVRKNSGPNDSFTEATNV
E-sel TNF inh – TNF alpha driven E-selectin expression inhibition; HUVEC TNFa-induced E-selectin immunofluorescence, high content; inhibition, % at 2 µM; 0.71% of 120,000 active; AID 1246;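 active = inhibition above the batch mean plus 3 SD, and confirmed as a hit on visual image review, cut at about 43% in these data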;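 note: 0% = TNF-stimulated DMSO wells and 100% = unstimulated control wells; not every result past the cut was called active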
PTEN del growth – PTEN-deleted cell growth suppression; HCT116 PTEN-null viability, CellTiter-Glo, 60 h; hits give low values; viability, % at 10 µM; AID 827; 1.2% of 140,000 active;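 active = viability at or below a set limit, 4 SD under the median of all tested compounds, cut at about 3.7% in these data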;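 note: PTEN knockout HCT116 line with beta catenin targeted HCT116 as companion control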
bCat KO growth – beta-catenin-lacking colon tumor cell growth suppression | 1.5% of 140,000 active | viability, % at 10 µM | HCT116 beta-catenin knockout viability, CellTiter-Glo, 60 h; hits give low values | AID 818;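 active = viability at or under a set limit, the compound median less 4 SD, cut at about 6% in these data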;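 note: 0% = Hyamine 1622 control at 20 µM and 100% = untreated cell control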
BB579 growth dn – yeast BB579 growth reduction in restrictive medium. S. cerevisiae BB579 growth, OD615, 48 h. inhibition, % at 10 µM. 0.51% of 140,000 active. AID 804;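 active = inhibition above a set limit, 3 SD over the mean compound inhibition, cut at about 44% in these data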; note: inactives centre near -24
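System: Saccharomyces cerevisiae DeaD strain BB579, replicative lifespan model yeast. Buffer or medium: restrictive glucose-based CSMM-D medium. Doses: one dose, 10 µM compound with 0.25% DMSO. Timing: 4 h preincubation and 48 h exposure at 30 °C. Detection: turbidity as optical density at 615 nm. Benchmarks: amphotericin B 10 µg/mL, positive.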
Measles CPE – protection of cells from measles virus; Measles virus-infected cells, CPE protection, absorbance; 1.5% of 140,000 active; protection (pct of control), % at 4 µM; AID 841; in the data active = protection mostly above about 24%, no sharp cut-off; inactive = mostly below about 26%; note: some compounds called inactive have numbers as strong as hits
MRP1 act – MRP-1 activation; H69AR cells + doxorubicin, viability rescue, CellTiter-Glo; 0.61% of 140,000 active; AID 799; viability increase, % at 10 µM;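 active = viability gain under doxorubicin at or above a set limit, the compound median plus 3 SD, cut at about 4.7% in these data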;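 note: MRP-1 overexpressing cells given doxorubicin 25 µM after compound pretreatment; 18-22 h compound pretreatment then 72 h with doxorubicin before readout; 0% = doxorubicin-only wells and 100% = vehicle-treated cells without doxorubicin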
The depositor's hits bear a star; . = no result given.

no.	compound	BB579 growth dn	MRP1 act	GALR2 antag	Yeast life ext	bCat KO growth	E-sel TNF inh	Phagocytosis inh	NPY Y2 blocker	Measles CPE	PTEN del growth
1	CCOCCCNC(=S)NCCCNc1nc2cc3c(cc2cc1C#N)OCO3	-30	-2.8	2	-13	94	-1	0	2	8	88
2	COc1ccc(Cl)cc1-c1nc(N)nc(NC2CCCCC2)n1	-27	-1.1	-3	1	73	17	0	1	2	67
3	C=CCN(CC=C)S(=O)(=O)c1ccc(F)cc1	-14	-1.7	-3	-11	83	-17	1	3	6	91
4	COc1cc(NC(=O)c2ccc(S(=O)(=O)N(C)C)cc2)cc(OC)c1OC	-11	-0.9	1	-12	91	-2	0	2	3	89
5	CC(=O)Nc1ccc2[nH]c3ccccc3c2c1	-36	-0.7	9	-8	89	9	0	4	16	99
6	Cc1cccc(NC(=O)CCC(=O)N/N=C/c2ccncc2)c1	-32	-0.5	-4	7	102	.	-8	0	21	97
7	CC(Oc1ccc(Cl)cc1Cl)C(=O)Nc1ccc(S(=O)(=O)Nc2cnc3ccccc3n2)cc1 (stereo not given)	-41	1.1	0	10	89	-8	-1	-1	8	90
8	O=S(=O)(Nc1ccc2c(c1)OCCO2)c1ccc(Br)s1	-15	-1.8	9	-17	78	-22	-1	5	5	85
9	CCOC(=O)C1=NNC2(c3ccc(Cl)cc3)C(=O)N(c3cc(C)cc(C)c3)C(=O)C12 (stereo not given)	-55	-0.8	-4	-5	97	12	.	0	26	96
10	Cc1cc(C)n2c(SCC(=O)N(C)C3CCS(=O)(=O)C3)nnc2n1 (stereo not given)	-49	-1.2	3	-12	94	-17	.	0	3	91
11	COC(=O)c1nc2n(n1)C(c1ccc(OC)c(OC)c1OC)C1=C(CCCC1=O)N2 (stereo not given)	-11	-1.3	0	-22	93	-38	2	1	3	91
12	Cc1ccc(Cl)c(OC(=O)c2nn(C(C)C)c(=O)c3ccccc23)c1	-23	0.5	-16	16	97	-3	-8	4	6	89
13	O=C(O)c1c[nH]c2ccc(S(=O)(=O)N3CCOCC3)cc12	-49	-0.1	6	-10	94	.	2	2	4	109
14	CC1(C)OC(=O)C(C(c2ccccc2)C(C#N)C(N)=O)=C(O)O1 (stereo not given)	-44	-1.1	3	3	92	-9	3	1	1	87
15	O=C(Cn1cc2c(n1)CCCC2)NCCc1ccccc1	-14	-3.2	1	-2	101	.	.	2	9	105
16	CC(CCc1ccccc1)NC(=O)C1CCN(C(=O)c2sccc2-n2cccc2)CC1 (stereo not given)	-3	0.5	4	-6	81	8	0	2	24	114
17	CCOC(=O)N1CCN(C2=Nc3cccc4cccc2c34)CC1	-31	-0.8	-5	-3	71	-37	0	0	8	73
18	CC(=O)Nc1c(-c2ccccc2)nc2ncccn12	-15	2.5	2	-8	114	38	-1	0	3	100
19	N#CCCN(Cc1cccnc1)C(=O)Nc1ccc(Cl)c(Cl)c1	-11	-0.3	-13	-6	93	16	-1	0	10	91
20	CCn1c(NC(=O)C2CCCCC2)nc2ccccc21	-25	-0.5	-5	.	41	13	.	2	16	35
21	CCOC(=O)C(CC)(CC)C(=O)/C=C/c1ccc(Br)cc1	-46	-2.4	-5	2	10	-30	.	6	14	7
22	CCOC(=O)c1c(NC(=O)c2ccco2)n(C2CCCCC2)c2nc3ccccc3nc12	-17	-5.1	1	3	71	9	-2	10	14	65
23	O=C(COC(=O)c1ccc(-c2ccc([N+](=O)[O-])cc2)o1)NC(=O)NC1CCCCC1	-43	0.6	-1	0	93	-14	-3	3	8	92
24	O=C(NCc1ccco1)C(=O)NCC1OCCN1S(=O)(=O)c1ccc(Cl)cc1 (stereo not given)	-37	-1.8	6	7	95	0	.	1	17	93
25	COc1ccccc1OCC(=O)N/N=C1\CCc2ccccc21	-28	2.5	0	-14	103	5	2	6	8	103

Arranged by molecular weight (low to high): some entries from above
no.	compound	BB579 growth dn	MRP1 act	GALR2 antag	Yeast life ext	bCat KO growth	E-sel TNF inh	Phagocytosis inh	NPY Y2 blocker	Measles CPE	PTEN del growth
15	O=C(Cn1cc2c(n1)CCCC2)NCCc1ccccc1	-14	-3.2	1	-2	101	.	.	2	9	105
6	Cc1cccc(NC(=O)CCC(=O)N/N=C/c2ccncc2)c1	-32	-0.5	-4	7	102	.	-8	0	21	97
14	CC1(C)OC(=O)C(C(c2ccccc2)C(C#N)C(N)=O)=C(O)O1 (stereo not given)	-44	-1.1	3	3	92	-9	3	1	1	87

New compounds follow:
no.	compound	BB579 growth dn	MRP1 act	GALR2 antag	Yeast life ext	bCat KO growth	E-sel TNF inh	Phagocytosis inh	NPY Y2 blocker	Measles CPE	PTEN del growth
26	CCS(=O)(=O)N1CCN(C(=O)COc2ccc(-c3ccccc3)cc2)CC1	-29	0.7	0	-9	82	2	-1	0	3	88
27	Cc1ccc(NC(=O)CCn2cccc2)cc1F	-17	-1.0	-3	-12	113	3	0	-1	21	110
28	COc1cccc(C(=O)NC(=S)Nc2ccc(N3CCCC3)cc2)c1	-28	-0.8	-5	-20	90	33	.	2	7	85
29	Cc1ccc(-c2noc(CSc3nnc(-c4ccncc4)n3-c3ccc(F)cc3)n2)cc1	-17	-4.1	-9	-14	58	7	-3	12	8	58
30	CSCC[C@@H](C(=O)NCc1cccs1)N1Cc2ccccc2C1=O	34	-1.5	7	-10	102	.	-1	0	8	102
31	O=C(CN1C2=NCCN2c2ccccc21)c1ccc(Br)s1	-10	-4.7	2	2	47	.	0	4	6	45
32	C#CC(=O)N(c1cccc(OC)c1)C(C(=O)NC1CCCC1)c1cccs1 (stereo not given)	-13	-5.3	62*	-16	0.5*	99*	47*	0	0	1.0*
33	CC1OC(Oc2ccc3ccc(=O)oc3c2-c2c(O)ccc3cc(Oc4ccc5ccc(=O)oc5c4)c(=O)oc23)C(O)C(O)C1O (stereo not given)	-26	0.9	-1	-1	89	.	.	-1	2	83
34	O=c1c(Cl)c(O)c2cccc3c4ccccc4n1c23	22	-1.3	3	17	83	-8	5	7	6	104
35	COc1ccc(C2=Nn3c(nnc3-c3ccco3)SC2)cc1	-53	-2.2	-1	-17	73	-7	1	5	14	59
36	CCc1ccc(/C=C2\CN(CC)Cc3c2nc2ccccc2c3C(=O)O)cc1	-34	-2.3	-2	-7	80	-40	2	0	4	77
37	Cc1ccc(N(CC(=O)Nc2cc(C)cc(C)c2)S(=O)(=O)c2cccc3nonc23)cc1	-20	-3.9	-1	8	87	7	0	-1	4	71
38	S=c1nc(-c2ccccc2)n(CCCN2CCOCC2)c2c1CCCC2	-30	0.4	6	-10	93	-9	-1	1	11	104
39	COC(=O)Nc1ccc(S(=O)(=O)Nc2ccccc2F)cc1	2	-2.0	1	-12	96	-15	-1	4	34	95
40	O=C(Cc1ccccc1)Nc1nnc(-c2cccc([N+](=O)[O-])c2)s1	-43	2.0	-2	3	103	10	-7	-2	10	102
41	FC(F)(F)c1cccc(NC(=S)N2CCN(c3cccc(C(F)(F)F)c3)CC2)c1	-32	0.8	15	0	99	-32	-2	0	2	101
42	COc1ccc(-c2nc(CSCC(=O)NCc3ccc4c(c3)OCO4)c(C)o2)cc1	-25	-0.5	2	-7	75	.	0	3	2	77
43	Cc1ccc(C(C(=O)NC2CCCCC2)N(Cc2ccco2)C(=O)Cc2c[nH]c3ccccc23)o1 (stereo not given)	-24	-2.0	-8	5	64	-7	-1	19*	18	74
44	O=C(NNC(=S)NC1CCCCC1)c1sc2ccccc2c1Cl	-30	-1.7	9	1	80	.	-1	7	9	93
45	COc1ccc(CNC(=O)CN(Cc2ccc(Cl)cc2)S(=O)(=O)c2ccccc2)cc1	-30	-1.0	-7	6	69	8	0	8	3	86
46	CC(=O)CSc1nc(N)c(C#N)c(-c2cccs2)c1C#N	-50	-5.1	-3	-7	69	-6	-2	4	26	64
47	CN(C)CCNC(=S)Nc1ccc(Cl)cc1	-38	-4.1	-5	-9	94	-46	1	8	5	94
48	CCCCC(=O)NNC(=S)NC(=O)c1cccc([N+](=O)[O-])c1	-13	-2.5	1	-10	19	-11	-2	-1	4	23
49	CC(C)(C)c1cn(-c2ccc(Cl)cc2)c(=S)[nH]1	-35	0.9	-7	-12	99	9	0	-2	4	108
50	CC(C)N1C(=O)NC2(c3ccccc3)N(C)C(=O)N(C)C12c1ccccc1 (stereo not given)	-22	-2.4	7	1	96	-3	-2	1	12	90

(continued)
no.	compound	BB579 growth dn	MRP1 act	GALR2 antag	Yeast life ext	bCat KO growth	E-sel TNF inh	Phagocytosis inh	NPY Y2 blocker	Measles CPE	PTEN del growth
51	Cc1cccc2cc(C#N)c(NCCNC(=S)NCCCN3CCOCC3)nc12	-25	-2.7	2	-15	107	22	-1	2	15	99
52	COc1ccc(NC(=O)CCCn2c(=O)c3sccc3n(Cc3ccccc3)c2=O)cc1	-19	-1.1	3	3	11	-18	-1	-1	5	0.8*
53	CCCc1nc2ccccc2c(=O)n1N	-27	-1.2	-8	17	97	4	-2	5	7	103
54	Cc1cc(NC(=O)C2C3C(=O)N(Cc4ccc(Cl)cc4)C(C(=O)NC4CCCCC4)C34C=CC2(C)O4)no1 (stereo not given)	-38	-0.2	7	-10	64	16	.	-1	9	72
55	CSc1ccc(/C=N/NC(=O)CN2CCN(Cc3ccccc3Cl)CC2)cc1	-7	0.7	-4	3	85	-5	-5	7	12	90
56	Cc1ccc(C(=O)Nc2ccc3c(c2)OCO3)o1	-17	-2.1	0	-18	92	21	-3	-1	32	75
57	N#Cc1cc(NCC2CCCO2)c([N+](=O)[O-])cc1C#N (stereo not given)	11	-1.2	9	-1	87	-13	.	0	1	91
